NPY Y1 blocker = NPY-Y1 (human) receptor antagonism. HEK293-CNG Y1 cells, membrane potential fluorescence; NPY at EC95, then isoproterenol. inhibition, % at 3.6 µM. 1% of 200,000 active. AID 1040;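 active = inhibition above the campaign mean inhibition of all tested compounds plus 3 SD, cut at about 20% in these data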;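 note: 0% = DMSO wells given NPY plus isoproterenol and 100% = isoproterenol alone without NPY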
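Test system – HEK293 Y1/CNG channel cell line · Also added – NPY agonist 25 nM, then isoproterenol 1 µM plus Ro 20-1724 25 µM · Compound dosing – one concentration, 3.6 µM, in 0.4% DMSO · Schedule – compound incubation 1 h at room temperature, readout 45 min post-stimulation · Technique – fluorescence, membrane potential probe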
PPC-1+TRAIL kill = kills PPC-1 cancer cells in the presence of TRAIL | PPC-1 cells + TRAIL, ATPLite viability luminescence | cell killing (% activity), % at 4 µM | 0.41% of 220,000 active;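 active = cell killing above 50% in the first pass at 4 µM, then a duplicate retest at 5 µM averaging 50% or more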;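 note: plate controls were cells with TRAIL plus DMSO for no effect and medium-only wells lacking cells for full effect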
CHOP inh = CHOP inhibition in unfolded protein response; AID 2732; 3.8% of 220,000 active; CHO-K1 CHOP-promoter luciferase, tunicamycin-induced, 15-18 h; inhibition, % at 10 µM;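 active = compounds that reduced the stress-induced luciferase reporter signal by more than about 70% of percent inhibition, limit read from the data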;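 note: 0% = tunicamycin plus vehicle and 100% = wells without tunicamycin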
TRPML3 agonist = human mucolipin-3 channel agonism; Q8TDD5; HEK293 TRPML3-YFP, Fluo-8 calcium fluorescence; 100% = the carbachol control signal; activation, % at 3 µM; 0.29% of 220,000 active; AID 1448;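 active = activation above its plate's cutoff, the mean activation of the plate's test wells plus 3 SD, cut at about 12% in these data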;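 note: 0% = DMSO only wells and 100% = carbachol wells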
Target sequence (Q8TDD5 whole entry, looked up): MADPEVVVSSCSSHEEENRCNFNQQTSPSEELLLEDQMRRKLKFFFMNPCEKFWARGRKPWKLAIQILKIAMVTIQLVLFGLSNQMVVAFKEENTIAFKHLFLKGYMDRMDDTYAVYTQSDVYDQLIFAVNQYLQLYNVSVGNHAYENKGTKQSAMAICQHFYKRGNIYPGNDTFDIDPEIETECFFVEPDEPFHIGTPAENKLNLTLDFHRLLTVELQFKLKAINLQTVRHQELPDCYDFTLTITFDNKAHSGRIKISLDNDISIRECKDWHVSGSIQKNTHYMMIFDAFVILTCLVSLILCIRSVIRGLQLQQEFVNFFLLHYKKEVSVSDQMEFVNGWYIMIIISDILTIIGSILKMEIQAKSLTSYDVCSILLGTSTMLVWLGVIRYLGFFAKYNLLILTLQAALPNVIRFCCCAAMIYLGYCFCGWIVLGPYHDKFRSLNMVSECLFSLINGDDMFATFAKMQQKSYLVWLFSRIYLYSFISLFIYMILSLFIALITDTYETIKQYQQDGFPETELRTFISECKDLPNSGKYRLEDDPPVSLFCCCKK
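Test system – HEK293 line with stable expression of human TRPML3-YFP channel · Control set – carbachol 87 µM final as high control (100%), DMSO as low control (0%) · Signal – Fluo-8 calcium dye fluorescence, ex 470-495, em 515-575 nm · Incubation – 1-h 37 °C dye load, 5-s basal, 120-s post-compound reads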
EP2 antag = EP2 receptor (human) inhibition | P43116 | C6 glioma cells expressing human EP2, cAMP TR-FRET; cells stimulated with saturating PGE2 | 0.52% of 260,000 active | inhibition, % at 25 µM;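 active = percent inhibition above 40 after rounding to a whole number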;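 note: rat C6 glioma host cells with rolipram phosphodiesterase inhibitor present; the protocol text gives 20 µM as final concentration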
EP2 modulator = modulates human prostaglandin E2 receptor EP2 signaling | P43116 | EP2-expressing cells, cAMP HTRF FRET, PGE2 co-stimulation | induction, % at 25 µM | 0.83% of 260,000 active | AID 940;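 active = compounds whose cAMP rise, as percent of the full-agonist control response, exceeds 60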;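 note: rat C6 glioma line stably carrying human EP2 under a CMV promoter; the protocol text gives 20 µM as final concentration; 100% = response of wells given 1 µM PGE2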
TRPN1 ag = zebrafish TRPN1 (NompC) channel agonism. HEK293 zebrafish TRPN1-YFP, Fluo-8 calcium fluorescence; 100% = response to 87 µM carbachol. activation, % at 3 µM. 0.18% of 220,000 active;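 active = activation above its plate's cutoff, the mean activation of test wells on that plate plus 3 SD, cut at about 19% in these data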;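 note: 0% = DMSO alone and 100% = 87 µM carbachol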
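Assay system: Zebrafish TRPN1-YFP in HEK293 cells | Incubation: Dye loading 1 h at 37 °C, then 30 min room temperature | Measured by: Kinetic Fluo-8 fluorescence, ex 470-495, em 515-575 nm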
NPY1 pot ag = human NPY-Y1 potentiation or agonism, primary screen; P25929; 0.37% of 220,000 active; activation, % at 3.6 µM; NPY-Y1 expressing cells, potentiator/agonist activation; AID 1304; in the data active = activation above about 33%, passing the limit was not always enough;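 note: cells stimulated with NPY at EC10 then isoproterenol at EC100; 0% = low agonist plus stimulus and 100% = saturating agonist plus stimulus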
14-3-3 Bad inh = disrupts binding of bovine 14-3-3 zeta to phospho-Bad peptide. P63103. TR-FRET 14-3-3zeta/Dy647-pBad peptide displacement, 1 h. inhibition, % at 21.7 µM. 0.71% of 220,000 active;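 active = inhibition above about 70%, limit read from the data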;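 note: 0% = full 14-3-3 plus peptide FRET controls and 100% = background without 14-3-3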
Target sequence (P63103 whole entry, looked up): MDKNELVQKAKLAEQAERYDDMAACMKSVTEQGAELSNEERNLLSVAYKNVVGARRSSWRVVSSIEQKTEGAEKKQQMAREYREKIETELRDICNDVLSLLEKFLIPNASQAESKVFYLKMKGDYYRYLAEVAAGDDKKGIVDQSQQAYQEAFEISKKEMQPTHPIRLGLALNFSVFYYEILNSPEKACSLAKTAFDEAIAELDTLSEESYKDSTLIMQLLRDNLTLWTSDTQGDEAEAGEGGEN
An asterisk follows results filed as active; / = not tested or not shown; & = joins results of further samples; [ ] = remark or other dose.

(1) CC(C)N(CCCNC(=O)C1CCN(S(=O)(=O)N2CCOCC2)CC1)Cc1ccccc1
(2) CCOC(=O)N1C2=NC(C(=O)OC)=C(C(=O)OC)[C@@H]3N(C)c4ccccc4[C@]23C[C@H]1C(=O)OC
(3) COC(C[C@@H]1O[C@H]1[C@@H](O)[C@@H](C)OCc1ccccc1)OC
(4) CC(=O)C1=NN(c2ccccc2)C(c2cccs2)N1c1ccccc1 (configuration not stated)
(5) CCOc1ccccc1NC(=O)Cn1cnc2c(nnn2-c2cccc(OC)c2)c1=O
(6) Nc1nc(COc2ccc(F)cc2Cl)nc(N2CCCCC2)n1

assay / entry	1	2	3	4	5	6
NPY Y1 blocker	1	/	/	3	1	6
PPC-1+TRAIL kill	10	12	1	0	-3	2
CHOP inh	27	-25	4	66	-13	47
TRPML3 agonist	0.0	/	/	-1.1	0.0	-1.8
EP2 antag	/	9	14	4	5	11
EP2 modulator	9	6	-11	56	7	-16
TRPN1 ag	1.6	/	/	-0.8	0.6	-2.2
NPY1 pot ag	6	/	/	7	-17	9
14-3-3 Bad inh	-3	0	-7	-20	9[fluorescence artefact?]	-8

(7) CSC1=NSC2=NC(=O)/C(=C\c3coc4ccccc4c3=O)C(=N)N12
(8) CCOC(=O)c1cc(-c2cccc(C(F)(F)F)c2)nc2nc(SC)[nH]c(=O)c12
(9) CCO[C@@H]1OC(C(=O)N2CCCCCCC2)=C[C@H](c2ccc3c(c2)OCO3)[C@H]1CCCO
(10) Cc1ccc(C(=O)CSc2nnc(COc3cccc(C)c3)o2)cc1
(11) CC1=CS(=O)(=O)CC1SC(=S)N(C)C1CCS(=O)(=O)C1 (configuration not stated)
(12) COc1ccc2[nH]c(=O)c(-c3noc(-c4ccccc4)n3)cc2c1

assay / entry	7	8	9	10	11	12
NPY Y1 blocker	3	-2	-4	21*	-3	4
PPC-1+TRAIL kill	7	14	1	-3	-3	16
CHOP inh	17	26	-3	39	9	88*
TRPML3 agonist	15*	-1.4	0.3	0.2	0.6	0.6
EP2 antag	10	15	/	7	2	4
EP2 modulator	-42	24	17	-20	-9	10
TRPN1 ag	29*	-2.6	-1.4	-0.4	1.0	-0.1
NPY1 pot ag	15	-5	6	-43	-11	10
14-3-3 Bad inh	24	12	2	10	-1	37[fluorescence artefact?]

Profiles, quoted from the list.
`COc1ccc2[nH]c(=O)c(-c3noc(-c4ccccc4)n3)cc2c1` across the screens: NPY Y1 blocker = 4; PPC-1+TRAIL kill = 16; CHOP inh = 88*; TRPML3 agonist = 0.6; EP2 antag = 4; EP2 modulator = 10; TRPN1 ag = -0.1; NPY1 pot ag = 10; 14-3-3 Bad inh = 37[fluorescence artefact?]
`CCOc1ccccc1NC(=O)Cn1cnc2c(nnn2-c2cccc(OC)c2)c1=O` across the screens: NPY Y1 blocker = 1; PPC-1+TRAIL kill = -3; CHOP inh = -13; TRPML3 agonist = 0.0; EP2 antag = 5; EP2 modulator = 7; TRPN1 ag = 0.6; NPY1 pot ag = -17; 14-3-3 Bad inh = 9[fluorescence artefact?]

The results go on.
(13) Cc1cc(NC(=O)/C=C/c2ccccc2Cl)n(-c2nc3ccccc3[nH]2)n1
(14) COC(=O)c1ccccc1NC(=O)COC(=O)c1ccc(C)c(NC(=O)c2ccco2)c1
(15) CCNc1cc(=O)n(C)c(=O)n1C
(16) CNc1nc(-c2ccc3c(c2)CCN3S(=O)(=O)c2ccccc2)c(C)s1
(17) O=C(c1cc(Cl)cc(Cl)c1)N1CCC(=O)N(C(COCc2ccccc2)Cc2ccccc2)CC1 (configuration not stated)
(18) O=C(Nc1nncs1)c1cccnc1Cl

assay / entry	13	14	15	16	17	18
NPY Y1 blocker	2	18	4	-1	-2	3
PPC-1+TRAIL kill	58*	9	9	7	31	2
CHOP inh	-12	9	-3	60	35	15
TRPML3 agonist	0.4	0.1	0.4	-0.6	0.1	0.2
EP2 antag	-2	5	8	5	1	10
EP2 modulator	1	48	28	-75	10	15
TRPN1 ag	0.4	0.7	-0.4	1.3	2.1	-0.7
NPY1 pot ag	-3	-5	-16	15	1	-15
14-3-3 Bad inh	24	89*[fluorescence artefact?]	-4	-14	0	5

(19) N#Cc1nc(Cc2ccccc2)oc1N1CCC(C(N)=O)CC1
(20) CC1(C)CC2CC(C)(CN2C(=O)COC(=O)Cn2[nH]c(=O)c3ccccc3c2=O)C1 (configuration not stated)
(21) Cc1ccc(C(=O)Oc2coc(CSc3nnc(NC(=O)c4cccs4)s3)cc2=O)cc1C
(22) CC(C)COc1cc(=O)[nH]c(SCC(C)C)n1
(23) C=CCOc1ccc(/C=C2\SC(=Nc3cccnc3)NC2=O)cc1
(24) O=C(O)c1ccc2c(=O)n3cc(C(=O)c4ccccc4O)cc(Cl)c3nc2c1

assay / entry	19	20	21	22	23	24
NPY Y1 blocker	0	2	-3	7	/	/
PPC-1+TRAIL kill	2	7	2	11	-2	17
CHOP inh	-3	3	48	50	101*	36
TRPML3 agonist	-0.2	-0.4	0.9	-0.7	1.1	0.9
EP2 antag	15	4	20	6	5	8
EP2 modulator	15	-2	-17	24	-2	-17
TRPN1 ag	0.0	0.9	0.3	-2.3	-0.5	2.1
NPY1 pot ag	0	-7	-3	-5	0	-2
14-3-3 Bad inh	1	8	-7[fluorescence artefact?]	-3	22	1

Just NPY Y1 blocker, CHOP inh and EP2 modulator (six entries from above):
No.	Compound	NPY Y1 blocker	CHOP inh	EP2 modulator
19	N#Cc1nc(Cc2ccccc2)oc1N1CCC(C(N)=O)CC1	0	-3	15
20	CC1(C)CC2CC(C)(CN2C(=O)COC(=O)Cn2[nH]c(=O)c3ccccc3c2=O)C1 (configuration not stated)	2	3	-2
21	Cc1ccc(C(=O)Oc2coc(CSc3nnc(NC(=O)c4cccs4)s3)cc2=O)cc1C	-3	48	-17
22	CC(C)COc1cc(=O)[nH]c(SCC(C)C)n1	7	50	24
23	C=CCOc1ccc(/C=C2\SC(=Nc3cccnc3)NC2=O)cc1	/	101*	-2
24	O=C(O)c1ccc2c(=O)n3cc(C(=O)c4ccccc4O)cc(Cl)c3nc2c1	/	36	-17

(list continues)
(25) O=C(Nc1ccc2nn(-c3ccccc3)nc2c1)c1ccc2c(c1)OCO2
(26) O=C(CCC(=O)N(CC(=O)NC1CCCCC1)CC1CCCO1)Nc1nccs1 (configuration not stated)
(27) COc1ccc(OC)c(/C=N/N=C(\N)c2nonc2N)c1
(28) O=C(NC(=S)Nc1ccc2c(c1)OCCO2)c1ccccc1F
(29) Cc1ccc(-c2ccc(C3C(C#N)=C(N)Oc4n[nH]c(C)c43)o2)cc1 (configuration not stated)
(30) COC(=O)C(N)Cc1ccc(O)cc1 (configuration not stated)

assay / entry	25	26	27	28	29	30
NPY Y1 blocker	14	2	/	1	3	-3
PPC-1+TRAIL kill	-14	-11	2	10	15	2
CHOP inh	39	-11	-2	-10	-14	-19
TRPML3 agonist	0.6	0.5	-0.3	0.3	1.3	0.3
EP2 antag	2	7&1	8	8	14	16
EP2 modulator	-4	-39&-25	31	-34	-12	3
TRPN1 ag	1.0	-0.1	0.1	0.7	-1.1	0.1
NPY1 pot ag	-1	7	-4	10	11	4
14-3-3 Bad inh	21	-6	1	-2	-5[fluorescence artefact?]	-3

Rewritten with each value named: three of the compounds above.
[30] COC(=O)C(N)Cc1ccc(O)cc1 (configuration not stated)
  NPY Y1 blocker: -3; PPC-1+TRAIL kill: 2; CHOP inh: -19; TRPML3 agonist: 0.3; EP2 antag: 16; EP2 modulator: 3; TRPN1 ag: 0.1; NPY1 pot ag: 4; 14-3-3 Bad inh: -3

[26] O=C(CCC(=O)N(CC(=O)NC1CCCCC1)CC1CCCO1)Nc1nccs1 (configuration not stated)
  NPY Y1 blocker: 2; PPC-1+TRAIL kill: -11; CHOP inh: -11; TRPML3 agonist: 0.5; EP2 antag: 7&1; EP2 modulator: -39&-25; TRPN1 ag: -0.1; NPY1 pot ag: 7; 14-3-3 Bad inh: -6

[28] O=C(NC(=S)Nc1ccc2c(c1)OCCO2)c1ccccc1F
  NPY Y1 blocker: 1; PPC-1+TRAIL kill: 10; CHOP inh: -10; TRPML3 agonist: 0.3; EP2 antag: 8; EP2 modulator: -34; TRPN1 ag: 0.7; NPY1 pot ag: 10; 14-3-3 Bad inh: -2

Remaining list, next part
(31) COc1ccc(C(CNC(=O)c2ccc(S(=O)(=O)N(C)C)cc2)N2CCCC2)cc1 (configuration not stated)
(32) N#Cc1cnc2sc3ccccc3n2c1=N
(33) Cc1cc(C(C)(C)C)cc(C)c1Cn1c2[n+](c3ccc(C(F)(F)F)cc31)CCCCC2
(34) CN1C(=O)C2C=CC1C1C(=O)N(c3ccccc3)C(=O)C21 (configuration not stated)
(35) O=C1C2C3C=CC(C2C(=O)N1c1ccccc1O)C1C2C(=O)N(c4ccccc4O)C(=O)C2C31 (configuration not stated)
(36) COc1ccc2c(c1)C(=O)/C(=C/C=C/c1ccccc1)CC2

assay / entry	31	32	33	34	35	36
NPY Y1 blocker	1	1	10	-2	-1	4
PPC-1+TRAIL kill	21	0	48	27	11	0
CHOP inh	23	32	22	28	18	17
TRPML3 agonist	1.1	0.3	0.2	0.8	1.1	0.8
EP2 antag	3	6	6	13	10	11
EP2 modulator	-40	10	10	13	39	19
TRPN1 ag	-0.4	0.2	-1.6	1.4	0.4	0.7
NPY1 pot ag	-10	-4	-6	-6	0	-12
14-3-3 Bad inh	1	11	15	-1	-16	-3

(37) CCS(=O)c1scc(-c2ccc(Cl)cc2)c1C#N (configuration not stated)
(38) N/C(Cn1cncn1)=N\NC(=O)C(=O)Nc1ccccc1
(39) CCCCC(=O)N(CCC)CCC
(40) CCOC(=O)c1[nH]c(CSc2nnc(-c3ccncc3)n2CCOC)c(C(=O)OCC)c1C

assay / entry	37	38	39	40
NPY Y1 blocker	/	4	/	-4
PPC-1+TRAIL kill	16	10	7	-9
CHOP inh	19	-3	-8	23
TRPML3 agonist	1.1	-0.7	-0.5	-0.1
EP2 antag	4	8	5	16
EP2 modulator	-39	5	-51	-8
TRPN1 ag	-0.5	-0.1	-0.3	0.0
NPY1 pot ag	5	8	-1	-7
14-3-3 Bad inh	4	-6	-8	-6

Screening results: PubChem BioAssay, several laboratories

An excerpt. The share of hits here may be higher or lower than overall.
